# IL-1B inflam inh – inflammasome signaling inhibition, IL-1 beta readout. THP-1 LPS/ATP IL-1B secretion, AlphaLISA, 16 h; stronger effect = lower value. activity change, % at 57.5 µM. actives 4.7% (n = 360,000); in the data active means activity change below about -50%; inconclusive means mostly about -30% to -49%; further: on the % scale 0 is the no-effect control and ±100 the full control effect
#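 THP-1 cells pretreated 1 hr with compounds (up to 57.5 uM final), then stimulated with LPS (250 ng/mL final) plus ATP (1.25 mM final); secreted IL-1B measured by AlphaLISA after 16 hr, decreased signal indicating inhibition.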
# ATXN viability – reduces viability in counter-screen for ATXN expression inhibitors | AID 651635 | actives 0.49% (n = 400,000) | Potency, µM (titrated, usually from 56.7 µM), hits mostly cytotoxic | S2 cells (HEK-293 line with an ATXN2-luciferase reporter) viability, CellTiter-Fluor protease fluorescence, 24 h; further: potency means the concentration at half of the fitted maximal effect; nearly all actives have a fitted effect of over 40% in size
# MCF10A rereplic – inducers of DNA re-replication in MCF 10A breast cells; MCF 10A DNA re-replication, Hoechst nuclear intensity, 48 h; Potency, µM (titrated, usually from 46.1 µM), for the others: at the highest dose activity, positive = re-replication, hits mostly activators; actives 2.9% (n = 350,000); further: potency means the concentration at half of the fitted maximal effect; % of control where 0% means no effect; nearly all actives have a fitted effect of over 50% in size
# KB-3-1 tox – kills parental KB-3-1 adenocarcinoma cells | AID 1347075 | actives 1.4% (n = 400,000) | KB-3-1 viability, CellTiter-Glo ATP luminescence, 72 h | Potency, µM (doses to about 46.1 µM), for the others: top-dose activity change, negative = cytotoxic, most hits filed as cytotoxic; further: potency means the concentration at half of the fitted maximal effect; on the % scale 0 is the no-effect control and ±100 the full control effect; nearly all actives have a fitted effect of over 60% in size
#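 KB-3-1 cells, DMEM (no phenol red) + 10% FBS; compound by pin transfer, 72 h, 37 °C. Readout: CellTiter-Glo luminescence after 10 min. Data normalized, curve-fitted.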
# ATXN2 expr inh – reduces ATXN2 reporter expression in HEK-293 cells. HEK-293 ATXN2-luciferase reporter, luminescence, 24 h. AID 1745845. actives 0.72% (n = 360,000). Potency, µM (top dose mostly 57 µM), without a hit: at the top dose activity change, negative = inhibition, most hits filed as inhibitors; further: potency means the concentration at half of the fitted maximal effect; on the % scale 0 is the no-effect control and ±100 the full control effect; nearly all actives have a fitted effect of over 55% in size
#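 ATXN2-luciferase reporter cells (luciferase flanked by upstream and downstream ATXN2 gene portions) were treated 24 h at 37 °C with compounds at up to 57 uM. SteadyGlo luminescence gave expression; GF-AFC fluorescence gave viability.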
# HT1080NT lethal – kills 2HG-producing HT-1080-NT fibrosarcoma cells; Potency, µM (top dose mostly 46.1 µM), inactives show top-dose activity, negative = less viability, hits mostly cytotoxic; actives 1.6% (n = 360,000); HT-1080-NT fibrosarcoma viability, CellTiter-Glo ATP luminescence, 48 h;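 further: NT is the 2HG producing partner of a matched IDH1 knockdown line; potency means the concentration at half of the fitted maximal effect; 0% = DMSO-treated cells and -100% = media-only wells without cells; nearly all actives have a fitted effect of over 55% in size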
#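 Toxicity toward the 2HG-producing NT line was scored as %Activity, normalised to DMSO and no-cell wells, from CellTiter-Glo luminescence after 48 hours' treatment.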
# HepG2 tox – HepG2 cytotoxicity, counter-screen for TGF-b inhibitors | HepG2 CAGA-GFP viability, ATP luminescence, 18 h | Potency, µM (titrated, usually from 46.1 µM), for inactives: at the highest dose activity change, negative = cytotoxicity, hits mostly cytotoxic | actives 0.76% (n = 410,000); further: potency means the concentration at half of the fitted maximal effect; some results filed as inactive show a strong effect at the top dose
#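 CellTiter-Glo luminescence gave cytotoxicity after 18 hours at 37 degrees C. The cells were HepG2 CAGA-GFP in 1% FBS DMEM, stimulated with 500 pg/mL TGF-beta after compound addition. %Activity was normalised to no-cell wells (complete cell-killing) and DMSO (no toxicity), and curves were fitted and classified.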
# HT1080 IDH1KD tx – toxicity to HT-1080 IDH1 knockdown cells (counter line); actives 2% (n = 360,000); HT-1080 IDH1 knockdown viability, ATP luminescence, 48 h; Potency, µM (series often up to 46.1 µM), inactives show at the highest dose activity, negative = toxicity, actives largely listed as cytotoxic;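 further: potency means the concentration at half of the fitted maximal effect; 0% = DMSO wells and -100% = cell-free medium wells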
#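 % activity derives from luminescence (CellTiter-Glo), normalised to DMSO and no-cell wells. HT-1080-IDH1KD cells, 750/well, had 48 h compound exposure at 37 °C.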
# SW480 rereplic – induces DNA re-replication in SW480 colon adenocarcinoma cells; AID 624297; SW480 DNA re-replication, Hoechst DNA content imaging, 48 h; Potency, µM (highest dose often 46.1 µM), for inactives: at the highest dose re-replication activation, actives largely listed as activators; actives 1.8% (n = 340,000); further: potency means the concentration at half of the fitted maximal effect; % of control where 0% means no effect; nearly all actives have a fitted effect of over 55% in size
#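 Quantitative HTS format with DMSO vehicle controls; 48 hr drug incubation at 37 C, then 40 min Hoechst staining and scanning imager measurement at 405 nm excitation.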
# * marks the source's active call; other numbers are inactive results; i = inactive; ? = inconclusive; / = not tested or not shown; [ ] = another dose, or the depositor's remark. Unless noted, the call rests on the fitted dose curve; in most records, active means well fitted curve in the direction sought with a large enough effect; inconclusive means small, poorly fitted or top-dose-only effect, or another doubt; inactive means no such curve, though single readings can be large; an effect the other way counts as inactive or inconclusive.
SMILES,IL-1B inflam inh,ATXN viability,MCF10A rereplic,KB-3-1 tox,ATXN2 expr inh,HT1080NT lethal,HepG2 tox,HT1080 IDH1KD tx,SW480 rereplic
CN(CC(=O)Nc1ccc(Br)cc1)Cc1ccccc1,-81*,i,-3%,1%,13%,-1%,-20%,5%,1%
O=C(COc1ccc(/C=N/NC(=O)c2ccccc2O)cc1)Nc1ccccc1,26,i,-3%,7%,34%,4%,-14%,-2%,-1%
COc1ccc(-c2noc(N3CCC(C(=O)Nc4ccccc4Cl)CC3)n2)cc1,-11,?,-4%,1%,?,-9%,-11%,-3%,-9%
O=S(=O)(c1ccc(S(=O)(=O)N2CCCN(Cc3ccccc3)C2)cc1)N1CCCCCC1,-11,i,?,0%,2%,-2%,-2%,2%,?
Cc1ccc(S(=O)(=O)CCC(=O)NC2CCCCC2)cc1,13,i,4%,4%,9%,11%,0%,4%,-5%
CCn1c(SCc2ccc(C)cc2)nnc1C1CCN(S(=O)(=O)c2ccc(OC)cc2)CC1,-21,i,7%,?,-3%,-2%,-45%,-1%,1%
CC1CCCCC1N(C)C1CCN(C(=O)CNC(=O)/C=C/c2cccc(Cl)c2)CC1 (configuration not stated),-19,i,-2%,-15%,/,10%,9%,-3%,?
CC(C)(C)NC(=O)N1CCN(c2ncccc2C(F)(F)F)CC1,24,i,-3%,1%,/,3%,18%,15%,3%
O=C(Nc1nnc(-c2cccnc2)o1)c1cccc(Cl)c1,14,?,?,?,-21%,-14%,-32%,-26%,27%
COc1ccc(CCN(Cc2ccccn2)C(=S)Nc2cccc(SC)c2)cc1OC,8,i,17%,-2%,17%,11%,2%,30%,0%
COc1ccc(C(=O)Nc2cccc(C(=O)OCc3cc(=O)n4nc(C5CC5)sc4n3)c2)cc1,/,?,/,-10%,-8%,/,-32%,/,/
CC(C)C[C@H](NC(=O)c1[nH]cnc1C(=O)Nc1ccc(CNC(=O)OC(C)(C)C)cc1)C(=O)OCc1ccccc1,-2,?,18µM*,-24%,28µM*,?,-42%,-24%,10%
C=C(C)C(=O)Nc1cccnc1Oc1ccc(F)cc1,-20,i,4%,-8%,-8%,-1%,-17%,-7%,-7%
Cc1nn(C)c2c1c(-c1ccccc1)cc(=O)n2Cc1ccccc1F,/,i,/,-5%,5%,/,-22%,/,/
O=C(NCc1ccccc1)C1CCCN(C(=O)Nc2ccccc2)C1 (configuration not stated),5,i,14%,?,20%,-16%,4%,?,18%
O=C(Nc1cccnc1Cl)c1ccc(Cl)c([N+](=O)[O-])c1,23,i,15%,14%,-2%,8%,18%,8%,23µM*
COc1ccc(CNC(=O)CCn2ccc3cc(S(=O)(=O)N4CCCC4)ccc32)cc1,0,i,1%,0%,-1%,2%,-1%,-12%,-20%
Cc1c(CN(C)C(=O)CSc2nc(-c3ccco3)cc(C(F)(F)F)n2)cnn1C,-12,i,8%,-4%,0%,10%,-12%,-1%,-6%
COc1ccc(NC2CCCN(C(=O)CSc3ccncc3)C2)cc1 (configuration not stated),5,i,0%,0%,-3%,4%,-14%,6%,-3%
CC(=O)c1cccc(S(=O)(=O)NCC(c2ccco2)N2CCCCC2)c1 (configuration not stated),13,i,4%,-2%,-14%,14%,-1%,0%,1%
O=C(Nc1cccc(S(=O)(=O)N2CCOCC2)c1)C1=NN(c2ccccc2)C(=O)CC1,41,i,-2%,20%,6%,-11%,13%,-8%,?
Clc1ccc(OCCSc2ncccn2)c(Br)c1,-12,?,-42%[inhibitor],-1%,84%[activator],2%,-2%,3%,-64%[inhibitor]
Cc1nc(SCC(=O)N2CC(=O)Nc3ccccc32)c2c(C)c(C)sc2n1,9,i,27%,-3%,0%,?,-5%,1%[9.24 µM],7%
N#Cc1c(-c2ccco2)cc(-c2cccnc2)nc1N,-15,?,17%,-17%,-3%,4%,2%,-11%,0%
CCCc1nc2c(sc3nc4c(cc32)COC(C)(C)C4)c(=O)n1CCN(C)C,12,i,16%,8%,-1%[11.3 µM],?,-39%,3%,-9%
CCCCn1c(N)c(N(CC)C(=O)COc2ccc(C#N)cc2)c(=O)[nH]c1=O,17,i,-6%,0%,3%,1%,-6%,5%,-12%
O=C(CCC1N=C2c3ccccc3N=C(SCc3ccc(F)cc3)N2C1=O)NCc1ccco1 (configuration not stated),-6,i,6%,4%,12%,5%,-8%,7%,0%
O=C(Nc1cccc2ncccc12)c1ccc(-c2ccc(Br)cc2)o1,59,i,1%,-10%,29%,?,-14%,?,0%
Cc1ccc(NC(=O)C2CCCN2C(=O)OCc2ccccc2)cc1F (configuration not stated),1,i,5%,-3%,/,-6%,-3%,-2%,2%
Cc1ccsc1C(=O)NNC(=S)NC1CCCCC1,-4,i,0%,4%,23%,0%,7%,1%,36%
Cc1cc(C)nc(N2CCN(c3nc(-c4ccccc4)nc4c3oc3ccccc34)CC2)n1,-1,i,-5%,0%,/,9%,-8%,0%,-8%
COc1ccc(NC(=O)CSc2nncn2C)c([N+](=O)[O-])c1,-1,i,-24%,9%,5%,13%,-1%,2%,-3%
Cc1ccc(S(=O)(=O)N2CCC(NC(=O)OC(C)C)CC2)cc1,47,i,1%,-1%,5%,-11%,2%,-9%,3%
CCCCN1C(=N)N([C@@H](C)CN2CCC[C@H]2CN2C(N)=NC[C@H]2C(C)C)C[C@H]1[C@H](C)CC,?,i,?,2%,0%,6%,-15%,5%,0%
O=C(Nc1cccc(NC(=O)c2ccccc2[N+](=O)[O-])c1)c1ccccc1Cl,?,i,0%,-18%,/,-4%,-22%,2%,2%
Cc1cc(C)cc(-n2c(=O)c3ccccc3n(CC(=O)NCC3CCCO3)c2=O)c1 (configuration not stated),4,?,-15%,4%,-4%,16%,16%,7%,-5%
O=C(NNc1ncc(C(F)(F)F)cc1Cl)c1ccc(Cl)c(Cl)c1,10,i,-4%,10%,1%,5%,-6%,-10%,-17%
COc1cccc(C2CCCCN2Cc2nc(-c3ccc(C)o3)oc2C)c1 (configuration not stated),1,?,23%,3%,-16%,0%,-4%,?,3%
CCOC(=O)C1=C(O)C(=O)N(c2ccc(S(N)(=O)=O)cc2)C1c1ccc(OC)cc1OC (configuration not stated),-4,i,65%[0.0737 µM],19%,-5%,-2%,10%,12%,-5%
CCO/C=C1/C(=O)N(c2ccc(OC)cc2)C(=O)c2ccccc21,-24,/,1%,0%,/,13%,-15%,10%,-7%
COc1cc(OC)cc(C(=O)NC(C(=O)NCCc2ccccn2)C(C)C)c1 (configuration not stated),-8,/,-1%,6%,-20%,15%,-6%,-2%,-2%
Cc1ccc2c(c1)nnn2C1CCN(C(=O)NCc2ccccc2)CC1,0,i,18%,2%,-11%,8%,-6%,9%,-15%
O=S(=O)(Nc1ccccc1N1CCOCC1)c1ccccc1C(F)(F)F,40,/,-3%,2%,/,4%,-13%,0%,1%
O=C(c1ccccc1)N1CCN(c2ccc([N+](=O)[O-])cc2-n2cccc2)CC1,0,i,2%,1%,/,0%,-27%,-17%,-15%
Cc1ccc(NS(=O)(=O)c2c(C)ccc3nsnc23)c([N+](=O)[O-])c1,52,i,8%,7%,-8%,-9%,-52%,-9%,-5%

# Part of the list above, with tabs:
mol	IL-1B inflam inh	ATXN viability	MCF10A rereplic	KB-3-1 tox	ATXN2 expr inh	HT1080NT lethal	HepG2 tox	HT1080 IDH1KD tx	SW480 rereplic
Cc1ccc(NS(=O)(=O)c2c(C)ccc3nsnc23)c([N+](=O)[O-])c1	52	i	8%	7%	-8%	-9%	-52%	-9%	-5%
Cc1ccc(S(=O)(=O)CCC(=O)NC2CCCCC2)cc1	13	i	4%	4%	9%	11%	0%	4%	-5%
CCOC(=O)C1=C(O)C(=O)N(c2ccc(S(N)(=O)=O)cc2)C1c1ccc(OC)cc1OC (configuration not stated)	-4	i	65%[0.0737 µM]	19%	-5%	-2%	10%	12%	-5%
O=C(c1ccccc1)N1CCN(c2ccc([N+](=O)[O-])cc2-n2cccc2)CC1	0	i	2%	1%	/	0%	-27%	-17%	-15%

# (cont.)
SMILES,IL-1B inflam inh,ATXN viability,MCF10A rereplic,KB-3-1 tox,ATXN2 expr inh,HT1080NT lethal,HepG2 tox,HT1080 IDH1KD tx,SW480 rereplic
Cc1cccc(S(=O)(=O)N2CCCc3ccccc32)c1,34,i,-2%,16%,2%,2%,-12%,0%,-3%
CCNC(=O)C1(C)CCCN1C(=O)c1ccc(N(C)C)cc1 (configuration not stated),15,i,/,0%,7%,14%,-10%,19%,/
CC(C)C[C@H]1CNC(=S)N1CC1CCCN1C[C@H](Cc1ccc(O)cc1)N1C[C@H](Cc2ccccc2)N(CC2CCCCC2)C1=S (some centres not stated),-54*,?,?,0%,-27%,?,-2%,-2%,3%
O=C(CSc1nnc(-c2ccco2)n1Cc1ccco1)NCc1cccs1,-28,i,-1%,6%,-7%,16%,-9%,22%,1%
CCNS(=O)(=O)c1ccc(C(=O)OCC(=O)N2CCCc3ccccc32)cc1,3,i,-4%,-1%,6%,10%[9.24 µM],6%,3%,8%
CC(=O)NC1C(=O)N(C)c2ccc(Br)cc21 (configuration not stated),6,i,-2%,7%,2%,8%,-2%,-11%,1%
Cc1ccc(NC(=O)CSc2nnc(C)n2CC2CCCO2)cc1 (configuration not stated),0,i,2%,-1%,/,-5%,0%,-5%,-46%[inhibitor]
NC(=S)N/N=C/c1ccc(Br)o1,-11,?,6%,-1%,/,2%,-3%,1%,-8%
COc1cc2c(cc1OC)C(COc1cc(C)cc(C)c1)N(C(=O)C(C)(C)C)CC2 (configuration not stated),/,i,/,0%,-27%,/,-28%,/,/
COc1ccc(/C=N/NC(=S)Nc2cc(C(F)(F)F)ccc2Cl)cc1,12,i,9%,?,-26%,-11%,0.63µM*,-20%,?
CC1(c2nnc(Cc3ccccc3)o2)CC(c2ccc(F)cc2)=NO1 (configuration not stated),5,i,28%,18%,7%,2%,4%,15%,-7%

# Assay outcomes: PubChem, National Center for Advancing Translational Sciences (NCATS)
